F508del corr = correctors of CFTR F508del function in bronchial epithelial cells. CFBE cells, YFP halide quenching; stimulated with forskolin plus potentiator P3; % fluorescence drop versus neutral controls. activity (quench increase), % at 7.58 µM. 0.36% of 350,000 active. AID 720511;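 active = mean added fluorescence quench of at least 8% versus neutral control, with both replicates also reaching 8%; inconclusive = only one of the mean or replicate conditions met; inactive = mean below 8% and not both replicates reaching 8%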;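 also: cells transiently co-express mutant CFTR-F508del with the halide-sensitive YFP; corrector assay measuring rescue of mutant channel to the surface after 24 h compound exposure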
XiGFP reactiv = reactivates the inactive X chromosome in mouse fibroblasts | XiGFP mouse fibroblasts, % GFP-positive cells imaging, 3 d; cells co-treated with 5-aza-dC sensitizer; scaled so ellipticine positive control = 100% | 0.055% of 360,000 active | activation, % at 7.58 µM;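 active = mean normalized replicate activation at least 10% and every replicate at or above 10%; inconclusive = only one of the two criteria met; inactive = mean below 10% and not all replicates reach 10%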;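 also: 0% = median of on-plate neutral control wells and 100% = ellipticine 6 µM median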
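Assay system – SV40-immortalized XiGFP fibroblast cells, line 68-5-11 · Buffer or medium – DMEM supplemented with 5-aza-dC as sensitizing agent · Dosing – one concentration, pinned · Benchmarks – positive control ellipticine, 6 µM final · Times – 3 days compound exposure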
DENV2 CPE = protects cells from dengue virus 2 cytopathic effect. 1.7% of 350,000 active. DENV2-infected cells, cytopathic effect rescue, plate reader. CPE inhibition, % at 9.99 µM; in the data active = CPE inhibition above about 20%, passing the limit was not always enough; inconclusive = no clear call, values can overlap the other calls; tested in BHK-21 cells;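 also: 0% = median of neutral control wells and 100% = median of positive control wells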
RAD52 anneal inh = blocks human RAD52 DNA annealing; P43351; 0.46% of 360,000 active; inhibition, % at 18.7 µM; AID 651710; recombinant RAD52 DNA annealing, FRET fluorescence;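 active = every replicate showing at least 50% inhibition; inconclusive = mean inhibition at least 50% but not in every replicate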
GSIS activator = primary screen for activators of insulin secretion dependent on glucose, INS-1E cells, GLuc reporter luminescence; activation, % at 16.6 µM; 0.61% of 370,000 active; AID 743287; INS-1E GLuc reporter insulin secretion, 2-3 h;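 active = lowest replicate activation of at least 40%, so every replicate reaches that level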;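 also: 0% = median of neutral control wells and 100% = median of IBMX positive control wells; some compounds called inactive have numbers as strong as hits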
Casp6 inh = caspase-6 (human) enzyme inhibition | P55212 | purified caspase-6, Z-VEID-R110 cleavage fluorescence | inhibition, % at 12.5 µM | 0.53% of 350,000 active;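 active = mean inhibition across replicates at least about 35%, with every replicate also reaching that limit, limit read from the data; inconclusive = only one of the two criteria met; inactive = neither criterion met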;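 also: 0% = median of neutral control wells and 100% = no fluorescence left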
E-sel inducer = induces E-selectin expression in human endothelial cells | P16581 | HUVEC E-selectin immunofluorescence imaging; normalized: neutral wells 0, TNF-alpha wells 100 | activation, % at 7.58 µM | 0.37% of 260,000 active | AID 686992;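 active = mean E-selectin-positive cell signal at least 10% of the positive control, reached in at least 60% of replicates, without over 20% cell loss; inconclusive = no rule given, readout overlaps actives, possibly toxicity-flagged; inactive = the rest, including those meeting only one limit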;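 also: in these data hits start at about 27%; measured in HUVEC primary endothelial cells; signal is the percent of cells scored E-selectin positive by PE staining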
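Assay system: HUVEC primary endothelial cells. Input: 3,000 HUVEC seeded per well. Doses: one compound dose added by pin transfer. Read-out basis: % PE-positive cells. Benchmarks: TNF-alpha high, DMSO low. Detection: immunofluorescence imaging. Buffer or medium: EGM-2, gelatin.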
RAD54 inh = inhibitors of human RAD54 branch migration | inhibition, % at 10.4 µM | 0.14% of 360,000 active | Q92698 | RAD54 Holliday junction branch migration, FAM/BHQ fluorescence | AID 602329;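 active = mean normalized replicate activity at least 40 and at least half of replicates scoring 40 or more; inconclusive = only one of the two criteria met; inactive = mean below 40 and under half of replicates reaching 40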;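 also: 0% = median of neutral control wells and 100% = median of positive control wells; inhibitors cause a drop in the FAM fluorescence signal; in these data hits start at about 50%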
Target sequence (Q92698 whole entry, looked up): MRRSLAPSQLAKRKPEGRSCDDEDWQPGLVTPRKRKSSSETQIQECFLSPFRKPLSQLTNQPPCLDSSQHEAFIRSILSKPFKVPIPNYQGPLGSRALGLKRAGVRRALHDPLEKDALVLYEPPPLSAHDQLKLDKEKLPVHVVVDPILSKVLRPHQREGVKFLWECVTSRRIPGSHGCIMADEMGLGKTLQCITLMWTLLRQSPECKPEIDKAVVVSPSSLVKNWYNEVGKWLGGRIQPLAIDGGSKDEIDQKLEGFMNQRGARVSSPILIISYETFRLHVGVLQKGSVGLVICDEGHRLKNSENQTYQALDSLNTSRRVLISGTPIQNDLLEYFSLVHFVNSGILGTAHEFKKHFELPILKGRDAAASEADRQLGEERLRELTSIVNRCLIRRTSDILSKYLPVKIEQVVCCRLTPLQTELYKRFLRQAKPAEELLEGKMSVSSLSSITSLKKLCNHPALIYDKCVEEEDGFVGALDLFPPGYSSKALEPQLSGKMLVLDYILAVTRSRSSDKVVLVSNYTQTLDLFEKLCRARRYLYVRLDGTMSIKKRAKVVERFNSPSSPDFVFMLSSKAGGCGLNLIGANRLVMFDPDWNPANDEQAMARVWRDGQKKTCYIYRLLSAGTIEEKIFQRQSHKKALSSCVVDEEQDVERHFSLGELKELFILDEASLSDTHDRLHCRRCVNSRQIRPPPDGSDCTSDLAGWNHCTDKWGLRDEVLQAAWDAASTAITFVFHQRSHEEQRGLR
Starred values were filed as active, the others as inactive; ? = inconclusive; · = not tested or not shown; & = joins results of further samples; ! = not confirmed by another sample. An excerpt; the hit share may differ from the screen's.

smiles,F508del corr,XiGFP reactiv,DENV2 CPE,RAD52 anneal inh,GSIS activator,Casp6 inh,E-sel inducer,RAD54 inh
COc1ccc(C#Cc2ccc([C@H]3[C@@H](CO)N4CCCCN(C(=O)Cc5ccccc5)C[C@H]34)cc2)cc1,-1.5,0.0,-24,-8,8,-2,-0.1,2
CCOC(=O)[C@@H]1[C@@H]2NC(=S)N(C)[C@@]1(C)Oc1ccccc12,1.2,·,15,1,·,1,·,9
CC(CC(C#N)(c1ccccc1)c1ccccc1)N1CCOCC1 (configuration not stated),-1.1,0.0,6,-7,-12,-1,-0.1,-3
CC(C)c1ccc(NC(=O)CSc2nnc(OC(=O)N(C)C)n2C2CC2)cc1,0.1,0.5,·,-7,3,1,-0.2,9
CC(C)CN1CCN(Cc2ccc(F)cc2Cl)CC1CCO (configuration not stated),-1.8,0.0,-5,-14,-2,32,-0.1,·
CCOP(=O)(OCC)c1cc(C)c(O)c(C(C)(C)C)c1,-1.8,0.0,·,-14,0,-1,0.0,·
CC(Cc1ccccc1)NC(N)=O (configuration not stated),1.3,0.1,-4,-4,-2,0,-0.3,0
CN(C)C(=O)Oc1ccc(-c2cn3cc(Cl)ccc3n2)cc1,0.3,-0.1,-4,-17,7,-2,·,0
Fc1ccccc1CN1Cc2ccccc2-n2nncc2C1,-6.5,0.0,12,-9,-17,-1,0.2,8
O=C1NC(=O)C(CCOc2ccccc2)(CCc2ccccc2)C(=O)N1,0.6,0.2,1,-15,3,1,0.1,·
C=C(C)C(Cc1c(OC)ccc(C(=O)/C=C/c2ccc(O)cc2)c1O)OO (configuration not stated),-1.7,·,7,-10,·,-2,·,-14
O=[N+]([O-])c1ccc(NCCCN2CCOCC2)c2ncccc12,1.2,0.4,0,-11,1,-3,0.1,-9
C=CCn1c(O)c(Cc2ccc(OCC)cc2)c(=O)[nH]c1=O,6.4,0.0,8,-3,-4,7,0.2,-13
N#Cc1ccc(Cn2cc(C=O)c3ccccc32)cc1,5.0,0.0,-2,-10,6,-4,·,-3
O=C1NC(=O)C2C1C1(Cl)C(Cl)=C(Cl)C2(Cl)C1(Cl)Cl (configuration not stated),-0.6,0.2,4,-21,·,3,0.2,-10
O=C1CN(C(=O)COC(=O)Cc2ccccc2)c2ccccc2N1,-0.1,0.0,-3,-3,-8,-1,·,·
c1ccc2c3c([nH]c2c1)CNCC3,3.8,0.1,-3,-9,·,-4,0.1,-2
CCC1C(c2cc(OC)c(OC)c(OC)c2)c2cc3c(cc2OC1N1CCCC1)OCO3 (configuration not stated),2.7,2.3,-4,-7,-10,2,0.5,·
Cc1cc(-c2ccc(N)c(C)c2)ccc1N,-2.1,·,-15,-5,-10,-3,·,-1
C[C@]12CC[C@H]3C(CCC4(O)CC(O)CC[C@]34C=O)C1=CC[C@H]2c1ccc(=O)oc1 (some centres not stated),1.6,0.0,-5,9,10,3,2.5,-9
Cc1ccc(/C=C2/Sc3ccc(C(=O)N4CCC5(CC4)OCCO5)cc3NC2=O)cc1,-0.3,0.0,-2,-377,18,-1,·,-18
O=C1NC(=S)NC(=O)C1=Cc1ccc(Br)s1,-12,0.3,-7,-336,0,25,·,-19
COc1cccc(C(=O)C2CCCN(Cc3ccc4nonc4c3)C2)c1 (configuration not stated),0.2,0.0,8,-4,-14,-1,·,·
O=[N+]([O-])c1cnc2ccc3ccccc3c2c1,-1.4,·,-5,-16,7,5,·,-3
CCCc1cc(=O)oc2cc(OCC(=O)N3CCN(Cc4ccc5c(c4)OCO5)CC3)ccc12,-2.1,0.3,3,-11,-1,3,·,-12
COC(=O)C1=C(c2c(C)noc2C)C[C@@H]2CC[C@H]1N2C(=O)NCCOc1ccccc1,-0.3,0.1,-10,-16,7,7,-0.1,1
O=C(O)C(O)(c1ccc(Cl)cc1)C1(O)CCCC1 (configuration not stated),-0.3,-0.1,-1,-2,7,2,0.0,-3
CCC1(C(=O)c2ccccc2)C2c3ccccc3OC(=O)C21C(C)=O (configuration not stated),0.0,-0.1,1,-20,19,4,2.4,-7
C[C@@H]1CN([C@@H](C)CO)C(=O)c2c(c3ccccc3n2C)-c2ccccc2CO[C@H]1CN(C)C(=O)Oc1ccccc1,-1.2,0.3,-4,-8,-32,-1,-0.1,·
Cc1ccc(NC(=O)c2snnc2C)cc1Cl,-0.1,0.3,0,-6,-6,-3,-2.1,-2
CC12CN3CCN(C1)CC(C)(C3)C2=NN,0.8,0.2,1,-26,13,-10,·,·
COc1ccc(N2CCN(CCc3ccncc3)CC2)cc1,2.0,0.0,1,-6,20,-5,·,0
C[C@@H]1CN([C@@H](C)CO)C(=O)CCCn2nncc2CO[C@@H]1CN(C)C(=O)Oc1cccc2ccccc12,-3.6&0.0&0.5,0.0&0.0,-5&2,-4&16,1&4,0&-3,-0.1&-0.1,7&3
COC(=O)C1=C(c2cc3ccccc3s2)C[C@@H]2CC[C@H]1N2C(=O)NCCO,2.8,-0.1,?,-1,2,1,-0.2,-3
O=C1NCN(c2ccccc2)C12CCN(C(c1ccccc1)c1nnnn1Cc1ccccc1)CC2 (configuration not stated),-0.8,0.1,-5,-13,-6,1,-0.5,-5
COC(=O)C1=C(c2cc3ccccc3o2)C[C@@H]2CC[C@H]1N2C(=O)NCc1ccc(C(F)(F)F)cc1,-1.9,0.2,8,-23,-49,-1,0.6,-4
O=P(N1CC1)(N1CC1)N1CCc2ccccc21,-2.2,0.0,-1,-14,10,-25,-0.6,-2
CCOC(=O)[C@]12Cc3c(cc(OC)c(OC)c3OC)[C@H]1N(C(C)C)C(=O)c1cc(OC)ccc12,5.2,0.0,-23,-8,-1,-1,0.0,·
CCCNC1=C(C)C(=O)C2=C(C1=O)C(COC(N)=O)[C@]1(OC)C3NC3CN21 (some centres not stated),4.3,0.1,-2,-6,4,17,-0.1,4
O=C1NC(=O)C(=Cc2ccc(N3CCOCC3)o2)C(=O)N1,9.2*,0.0,3,-164,-14,11,·,·
COC1=CC(=O)OC(CCc2ccc3c(c2)OCO3)C1 (configuration not stated),-2.0,·,?,-7,5,14,·,-6
COC(=O)C1=C(c2ccccc2OCc2ccccc2)C[C@@H]2CC[C@H]1N2C(=O)NCc1cccc(F)c1,2.1,0.0,6,-14,-15,-1,-0.2,6
COC(=O)C(O)(c1ccc(NC(=S)NC(=O)c2ccc(Cl)cc2Cl)cc1)C(F)(F)F (configuration not stated),-0.3,0.0,-14,-30,-14,2,·,·
O=[N+]([O-])c1ccc(N2CCCCC2)c2ncccc12,-1.0,0.0,4,-12,-18,15,·,-6
O=C1NC2C(O)C(O)C(O)C(O)C2c2cc3c(c(O)c21)OCO3 (configuration not stated),-1.0,-0.1,?,-6,-29,-1,9.9,·
Cc1ccc2[nH]c3c(c2c1)CN(C(=O)CN1C[C@H]2C[C@@H](C1)c1cccc(=O)n1C2)CC3,-2.9,·,5,-64,9,13,·,-13
CCN1CC2C3CCC(C)(O3)C2C1 (configuration not stated),0.3,0.0,-1,-23,15,1,0.2,·
Cn1c(O)c(/C=C2\C=c3ccccc3=NC2=O)c(=O)n(C)c1=O,-0.3,0.1,-9,-38,2,6,·,-21
C[C@@H]1CN([C@H](C)CO)C(=O)CCCn2nncc2CO[C@H]1CN(C)C(=O)Oc1ccc2ccccc2c1,-5.4&2.4&-0.2,0.1&0.0,56*!,-2&-7,-13&-3,-3&-3,-0.4&-0.1,-3
CCCCn1nnnc1C(c1cccs1)N1CCC2(CC1)C(=O)NCN2c1ccccc1 (configuration not stated),5.8,0.2,5,24,-26,1,-1.4,3
COc1ccc(C(=O)C2CCCN(CC3CCCCC3)C2)cc1OC (configuration not stated),-3.3,0.0,-8,-7,7,-2,0.5,9&1
COC(=O)[C@@H]1[C@@H](CO)[C@@H]2Cn3c(ccc(-c4cccc(F)c4)c3=O)[C@H]1N2C(=O)CC1CC1,·,0.0,-8,-7,20,-2,-0.5,0
N#Cc1ccc(NC(=S)N2Cc3ccc(Br)cc3-n3nncc3C2)cc1,0.4,0.0,-7,-22,-6,1,-0.2,·
COc1ccccc1CCNC(=O)CCC(=O)N1CC2C[C@@H](C1)Cn1c2cccc1=O,-2.4,·,-4,-11,-7,-3,·,5
C=CCC1(CN2CCCC2=O)C(=O)NC(=O)NC1=O,·,·,·,-6,12,0,·,-5
COC(=O)C1=C(c2cccc(OCc3ccccc3)c2)C[C@@H]2CC[C@H]1N2C(=O)NCc1ccc(N(C)C)cc1,-2.6,-0.1,-5,-20,-2,1,0.0,2

Looked up one by one from the entries so far (three):
smiles,F508del corr,XiGFP reactiv,DENV2 CPE,RAD52 anneal inh,GSIS activator,Casp6 inh,E-sel inducer,RAD54 inh
COc1cccc(C(=O)C2CCCN(Cc3ccc4nonc4c3)C2)c1 (configuration not stated),0.2,0.0,8,-4,-14,-1,·,·
CCCCn1nnnc1C(c1cccs1)N1CCC2(CC1)C(=O)NCN2c1ccccc1 (configuration not stated),5.8,0.2,5,24,-26,1,-1.4,3
COC(=O)C1=C(c2cc3ccccc3o2)C[C@@H]2CC[C@H]1N2C(=O)NCc1ccc(C(F)(F)F)cc1,-1.9,0.2,8,-23,-49,-1,0.6,-4

Assay outcomes: PubChem BioAssay, Broad Institute
